DRD3 antagonist: blocks the human D3 dopamine receptor. P35462. max response, negative = inhibition, %. 360,000 tested, 2.5% active. D3R cells, DiscoveRx beta-arrestin luminescence, antagonist mode; hits give low values; in the data active means max response below about -50%; inconclusive means no clear call, values can overlap the other calls; further: on the % scale 0 is the no-effect control and ±100 the full control effect; mostly tested at two doses, the higher about 12 µM
Target sequence (P35462 whole entry, looked up): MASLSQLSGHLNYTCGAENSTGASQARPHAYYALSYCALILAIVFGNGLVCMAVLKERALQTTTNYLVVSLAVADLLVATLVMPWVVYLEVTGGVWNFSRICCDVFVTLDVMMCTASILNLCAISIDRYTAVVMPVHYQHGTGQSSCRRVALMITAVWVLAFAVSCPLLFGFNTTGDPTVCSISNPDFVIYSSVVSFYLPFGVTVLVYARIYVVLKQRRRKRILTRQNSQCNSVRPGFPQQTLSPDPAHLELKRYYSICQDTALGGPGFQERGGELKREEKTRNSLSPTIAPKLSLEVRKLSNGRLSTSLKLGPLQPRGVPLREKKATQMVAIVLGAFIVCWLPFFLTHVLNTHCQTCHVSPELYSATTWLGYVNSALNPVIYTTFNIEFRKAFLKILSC
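Cells plated overnight at 1500 cells/well, then exposed to library compounds with dopamine controls for 90 minutes at 37 degrees C. DiscoveRx reagent added for 30–60 minutes at room temperature; luminescence read, quantitative HTS format.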
GLP-1R agonist: GLP-1 receptor (human) agonism | P43220 | HEK293 GLP-1R CRE-luciferase, luminescence, 4-6 h; cells express a hypersensitive GLP-1R form | Potency, µM (doses to about 45.6 µM), for inactives: top-dose activation, most hits filed as activators | 380,000 tested, 0.007% active; further: potency means the concentration at half of the fitted maximal effect; % of control where 0% means no effect
Target sequence (P43220 whole entry, looked up): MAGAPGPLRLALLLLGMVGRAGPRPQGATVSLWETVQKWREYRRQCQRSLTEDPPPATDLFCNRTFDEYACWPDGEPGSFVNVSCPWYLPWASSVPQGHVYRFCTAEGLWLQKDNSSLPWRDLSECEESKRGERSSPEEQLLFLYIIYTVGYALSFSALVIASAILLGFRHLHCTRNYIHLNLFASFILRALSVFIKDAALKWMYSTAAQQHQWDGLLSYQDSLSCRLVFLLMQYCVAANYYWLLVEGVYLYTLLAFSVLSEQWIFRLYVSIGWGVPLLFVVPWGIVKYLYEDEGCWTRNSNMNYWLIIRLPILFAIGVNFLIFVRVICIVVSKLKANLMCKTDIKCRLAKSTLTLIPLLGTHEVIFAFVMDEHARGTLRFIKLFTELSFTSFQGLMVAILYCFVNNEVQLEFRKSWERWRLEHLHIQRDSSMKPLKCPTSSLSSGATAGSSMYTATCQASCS
HT1080 IDH1KD tx: HT-1080 IDH1 knockdown cell toxicity (counter line); 360,000 tested, 2% active; AID 686971; HT-1080 IDH1 knockdown viability, ATP luminescence, 48 h; Potency, µM (series often up to 46.1 µM), inactives show at the highest dose activity, negative = toxicity, hits mostly cytotoxic;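 further: potency means the concentration at half of the fitted maximal effect; 0% = DMSO wells and -100% = cell-free medium wells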
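Assay cells: HT-1080 with IDH1 knockdown, 750 per well, RPMI/5% FBS. Exposure: 48 h at 37 °C following 2 h pre-incubation. Read: CellTiter-Glo luminescence; fitted concentration-response, curve class assigned.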
KB-3-1 tox: kills parental KB-3-1 adenocarcinoma cells. KB-3-1 viability, CellTiter-Glo ATP luminescence, 72 h. Potency, µM (doses to about 46.1 µM), inactives show top-dose activity change, negative = cytotoxic, usual class: cytotoxic. 400,000 tested, 1.4% active. AID 1347075; further: potency means the concentration at half of the fitted maximal effect; on the % scale 0 is the no-effect control and ±100 the full control effect; nearly all actives have a fitted effect of over 60% in size
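Multi-concentration cytotoxicity screen in KB-3-1 cells grown in DMEM lacking phenol red with 10% FBS. After 72 h at 37 °C with compound, ATP-dependent luminescence was recorded.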
IL1B secr inh: blocks inflammasome-driven IL-1 beta release. THP-1 LPS/ATP IL-1B secretion, AlphaLISA, 16 h; hits give low values. activity change, % at 57.5 µM. 360,000 tested, 4.7% active. AID 743279; in the data active means activity change below about -50%; inconclusive means mostly about -30% to -49%; further: on the % scale 0 is the no-effect control and ±100 the full control effect
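THP-1 cells pretreated 1 hr with compounds (up to 57.5 uM final), then stimulated with LPS (250 ng/mL final) plus ATP (1.25 mM final); secreted IL-1B measured by AlphaLISA after 16 hr, decreased signal indicating inhibition.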
KB-V1 MDR tox: KB-V1 MDR subline cytotoxicity; Potency, µM (doses to about 46.1 µM), for the others: at the top dose activity change, negative = cytotoxicity, most hits filed as cytotoxic; 400,000 tested, 3.4% active; KB-V1 MDR cells viability, CellTiter-Glo, 72 h; further: potency means the concentration at half of the fitted maximal effect; on the % scale 0 is the no-effect control and ±100 the full control effect; nearly all actives have a fitted effect of over 60% in size
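Luminescent ATP read-out (CellTiter-Glo, 10 min) measures survival of drug-selected KB-V1 MDR cells after 72 h, 37 degrees C compound exposure. Medium: phenol-red-free DMEM, 10% FBS. Values from fitted concentration-response curves.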
SW480 rerep: inducers of DNA re-replication in SW480 colon cancer cells. SW480 DNA re-replication, Hoechst DNA content imaging, 48 h. Potency, µM (top dose mostly 46.1 µM), for the others: at the top dose re-replication activation, hits mostly activators. 340,000 tested, 1.8% active. AID 624297; further: potency means the concentration at half of the fitted maximal effect; % of control where 0% means no effect; nearly all actives have a fitted effect of over 55% in size
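250 cells/well; 23 nL cpd via pin tool; 48 hr, 37 C, 5% CO2; Hoechst 40 min; imager read of total nuclear intensity, ex 405/em 500-530 nm.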
D3 ag: D3 dopamine receptor (human) agonism. AID 652048. 410,000 tested, 0.58% active. max activation, %. P35462. D3R DiscoveRx beta-arrestin cells, luminescence, 90 min; in the data active means max activation above about 30%; further: 0% is about no effect; mostly tested at two doses, the higher about 12 µM
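Agonist mode: compounds and dopamine controls were applied to plated cells for 90 min at 37 degrees C after an overnight attachment at 1500 cells/well. Luminescent read-out followed 30 - 60 minutes at room temperature with DiscoveRx detection reagent.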
HT1080NT lethal: kills 2HG-producing HT-1080-NT fibrosarcoma cells | HT-1080-NT fibrosarcoma viability, CellTiter-Glo ATP luminescence, 48 h | Potency, µM (titrated, usually from 46.1 µM), for the others: at the highest dose activity, negative = less viability, usual class: cytotoxic | 360,000 tested, 1.6% active | AID 686970;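 further: NT is the 2HG producing partner of a matched IDH1 knockdown line; potency means the concentration at half of the fitted maximal effect; 0% = DMSO-treated cells and -100% = media-only wells without cells; nearly all actives have a fitted effect of over 55% in size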
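HT-1080-NT fibrosarcoma cells (2HG-overproducing), 750 cells/well in RPMI with 5% FBS, dosed after 2 h and incubated 48 h at 37C. CellTiter-Glo luminescence normalized to DMSO and no-cell wells; concentration-response curves fitted and classed.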
Active calls of the source: *; ? = inconclusive; . = no result given; & = joins results of further samples; [ ] = another dose, or the depositor's remark. Unless noted, the call rests on the fitted dose curve; in most records, active means well fitted curve in the direction sought with a large enough effect; inconclusive means small, poorly fitted or top-dose-only effect, or another doubt; inactive means no such curve, though single readings can be large; an effect the other way counts as inactive or inconclusive.

Results follow in this order: HT1080 IDH1KD tx	HT1080NT lethal	KB-V1 MDR tox	SW480 rerep	KB-3-1 tox	GLP-1R agonist	IL1B secr inh	DRD3 antagonist	D3 ag
CCCCN(CCCNC(=O)c1c(C)cc(=O)oc1C)c1ccccc1
  -27%	12%	?	6%	0%	?	-3	?	-40
COc1cc(-c2nc(C(=O)NCC3CCCO3)cc3c2[nH]c2ccccc23)cc(OC)c1OC (stereo not drawn)
  ?	?	?	-3%	-10%	-4%	-18	88	33*
CCN(CC)c1ccc(NC(=O)Cn2c(C(C)NC(=O)c3ccccc3)nc3ccccc32)cc1 (stereo not drawn)
  27%	9%	?	-2%	8%	-17%	0	-1	-1
O=C1CN(C(=O)c2cccc(F)c2)C(c2ccc(F)cc2)c2cc(F)ccc2N1 (stereo not drawn)
  1%	-9%	1%	-3%	-8%	3%	10	19	7
COc1cc(NC(=O)c2cc3c(C)nc4ccccc4c3o2)cc(OC)c1OC
  2%	6%	?	-2%	-1%	0%	-21	41	11
CCOc1ccc(CCNC(=O)CCNC(=O)c2ccco2)cc1OCC
  6%	-1%	-5%	1%	17%	20%	-7	2	0
O=C(Cn1cnc2c(nnn2-c2ccc(F)cc2)c1=O)NCc1ccco1
  6%	-28%	-7%	4%	1%	-9%	18	?	-12
Cc1ncc(CO)c2c1Oc1nc(-c3ccccc3)nc(SCC(=O)N3CCCCC3)c1C2
  -16%	?	-26%	?	-2%	-2%	?	49	10&12
COC(=O)C1=CN(c2cc(C)cc(C)c2)C=C(C(=O)OC)C1c1cccc(F)c1
  9%	1%	?	?	-30%	4%	?	-8	-9
S=c1[nH]nc(CN2CCCCC2)n1-c1ccc(Cl)cc1
  9%	7%	3%	1%	21%	0%	0	-4	-4
O=C(NCc1ccc(F)cc1)C1CCC(CNc2c(N3CCCCC3)c(=O)c2=O)CC1 (stereo not drawn)
  -4%	1%	-3%	0%	-4%	4%	-14	2	1
Cc1nn(-c2ccccc2)c2nc(-c3ccncc3)cc(C(=O)NCc3ccco3)c12
  ?	?	?	?	?	5%	-2	-8	0
COc1ccc(-n2nc(C(=O)NCC(=O)N3CCN(c4ccccc4OC)CC3)c3ccccc3c2=O)cc1OC
  -1%	0%	?	0%	16%	-1%	-12	36	22
COc1cc(OC)c2ccc(=O)oc2c1C(CCN1CCCC(C)C1)c1ccc2c(c1)OCO2 (stereo not drawn)
  -9%	-8%	0%	-6%	1%	3%	0	?	-16
Cc1ccc2cc(CN(C(=O)c3ccco3)c3cccc(C)c3C)c(=O)[nH]c2c1
  14%	7%	?	-3%	6%	10%	-17	9	8
Cc1c(Cl)cnc(NC(=O)COC(=O)[C@@H](NC(=O)c2ccco2)C(C)C)c1Cl
  -4%	8%	-13%	26%	6%	-1%	43	21	-7
O=C(Cn1nnc(-c2ccccc2NC(=O)C2CC2)n1)NC1CCCCC1
  -8%	-18%	-4%	3%	0%	-3%	13	20	-2
COc1ccc2c(COC(=O)c3ccc(C)c(S(=O)(=O)N4CCOCC4)c3)cc(=O)oc2c1
  13%	1%	0%	3%	7%	0%	-15	42	-4
COc1ccc(N2CCN(C(=O)Nc3cn(CC(C)C)c(=O)c4ccccc34)CC2)cc1
  .	.	-11%	.	4%	3%	.	.	6
CC(NC(=O)CC12CC3CC(CC(C3)C1)C2)C(=O)O (stereo not drawn)
  -5%	-12%	22%	-2%	-3%	-2%	-4	-18	-11

Additional entries.
Results follow in this order: HT1080 IDH1KD tx	HT1080NT lethal	KB-V1 MDR tox	SW480 rerep	KB-3-1 tox	GLP-1R agonist	IL1B secr inh	DRD3 antagonist	D3 ag
COc1ccc(NC(=O)CCSCCC(=O)Nc2ccc(OC)cc2OC)c(OC)c1
  -1%	1%	6%	-1%	8%	1%	2	6	0
Cn1nc(C(F)(F)F)c2cc(C(=O)Nc3ccc(Cl)cc3)sc21
  -20%	-16%	?	-4%	?	-8%	?	25	-9
COc1ccc(CN(C(=O)c2ccccc2OC)C2CCS(=O)(=O)C2)cc1 (stereo not drawn)
  0%	-2%	1%	-2%	14%	-9%	20	2	0
CC(CNC(=O)c1ccc(-c2ccccc2)cc1)CN(C)C (stereo not drawn)
  0%	-3%	-1%	-10%	0%	-5%	-15	-28	1
CCN(CC)S(=O)(=O)c1cccc(-c2nnc(SCCCC(=O)c3ccccc3)o2)c1
  -10%	3%	?	-1%	-4%	8%	24	20	1
Nc1ccc(S(=O)(=O)NCC(=O)OCCOc2ccccc2)cc1[N+](=O)[O-]
  4%	0%	0%	-67%[inhibitor]	2%	13%	-93*	0	-4
COc1ccc(C)cc1NC(=O)c1ccc2c(c1)OCO2
  -4%	-7%	-2%	-14%	2%	-4%	2	-15	-5
CC(C)(Cc1ccccc1)/[N+]([O-])=C\c1ccc(C(F)(F)F)cc1
  5%	10%	-14%	-14%	0%	4%	28	7	2
O=C1C(=O)N(CCN2CCOCC2)C(c2cccc(Cl)c2)/C1=C(\O)c1ccc2c(c1)OCCO2 (stereo not drawn)
  11%	3%	4%	0%	12%	-7%	0	-3	2
Cc1cccc(N2CCN(C(=O)COc3noc4nc(C)cc(C)c34)CC2C)c1 (stereo not drawn)
  0%	1%	3%	.	-7%	-5%	-11	22	34*
CCC(=O)N1c2ccc(S(=O)(=O)CCC(=O)NCc3cccs3)cc2CC1C (stereo not drawn)
  ?	-18%	0%	?	?	-5%	42	4	-5
C(=C\CSc1ncn[nH]1)/CSc1ncn[nH]1
  3%	1%	28%	1%	7%	1%	-10	15	10
CCOC(=O)c1nn(-c2ccc(F)cc2)c(=O)cc1OCC(=O)Nc1ccc(OCC)cc1
  13%	19%	0%	-94%[inhibitor]	4%	-4%	-8	-3	-10
COc1ccc(C2=NOC(C(=O)NC3CCCCC3)C2)cc1OC (stereo not drawn)
  -22%	-1%	16µM*	-9%	-23%	-4%	11	3	7
C[C@H]1COC(=O)[C@H](Cc2ccc(F)cc2)C/C=C\C[C@H](CC(=O)N(CCO)Cc2ccccc2)C(=O)N1
  17%	10%	14%	-2%	6%	-2%	-1	4	-13
Cc1ccc(NC(=O)CNC(=O)c2ccc(C)o2)cc1
  0%	4%	0%	?	1%	-5%	-12	8	-7
Cc1nc(C(=O)O)cc([N+](=O)[O-])c1C
  -3%	3%	5%	.	-9%	-1%	7	18	-1
Cc1ccnc(NC(=O)Cn2c(=O)oc3cc(S(=O)(=O)N4CCCC4)ccc32)c1
  8%	10%	0%	2%	0%	2%	20	0	3
O=[N+]([O-])c1cc2oc3c(c2c(C=NCc2ccncc2)c1O)CCCC3
  6%	-4%	11%	1%	2%	0%	36	?	-10
COc1cccc(-c2nn(-c3ccccc3)cc2CN(C)Cc2ccno2)c1
  -21%	-11%	?	?	12%	14%	0	15	-9

Carrying on:
Results follow in this order: HT1080 IDH1KD tx	HT1080NT lethal	KB-V1 MDR tox	SW480 rerep	KB-3-1 tox	GLP-1R agonist	IL1B secr inh	DRD3 antagonist	D3 ag
COCCNC(=O)C1(C)CCN(C(=O)c2cc(C)nn2C(C)(C)C)C1 (stereo not drawn)
  11%	25%	1%	.	0%	0%	8	13	2
COc1ccc(S(=O)(=O)n2nc(C)c(S(=O)(=O)N3CCCCC3)c2C)cc1
  .	.	0%	.	-10%	0%	.	.	6
COc1ccc(C(=O)CC(=O)C(=O)Nc2cc(C)ccc2C)cc1
  ?	-24%	-5%	?	-4%	0%	49	-3	1
Cn1c(SCC(=O)c2ccc(F)cc2)nc2cccnc21
  17%	18%	-13%	8%	5%	9%	-11	4	2
Cc1cccc(C)c1-n1nnnc1C1(C)CCC(=O)N1Cc1cccnc1 (stereo not drawn)
  14%	18%	-8%	.	12%	5%	64	-2	4
CCOC(=O)C1CCN(C(=O)c2ccc3c(c2)C(=O)N(c2ccccc2C)C3=O)CC1
  16%	7%	-2%	-8%	8%	-7%	15	-2	1
CCc1nn(CCCC(=O)N2CCC(C)CC2)c(=O)c2cc3occc3n12
  12%	9%	-5%	29%	11%	15%	-1	?	-3
